pAkt inh = inhibitors of Akt phosphorylation | 360,000 tested, 0.32% active | Neuro2A IGF-stimulated pAkt S473 HTRF, 20 min; active compounds read low | activity change, % for hits at 50 µM; in the data active = activity change below about -80%; inconclusive = mostly about -51% to -80%; note: % is set by controls: 0 for no effect and ±100 for the full control effect
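Neuro2A cells (4,500/well, DMEM with 0.5% FBS) were treated with compound at a single 50 µM final concentration, stimulated with 6 nM IGF for 20 min at 37 °C, and lysed. Phospho-Akt Ser473 was read by HTRF as 665/615 ratio ×10^4.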
Mm-Cpn inhibitor = inhibitors of Methanococcus maripaludis chaperonin (MmCpn). purified Mm-Cpn ATPase, ADP Transcreener TR-FRET. Potency, µM (titrated, usually from 76.9 µM), without a hit: at the highest dose activity, negative = inhibition, actives largely listed as inhibitors. 330,000 tested, 0.031% active. AID 504842; note: potency is the fitted concentration of half-maximal effect; % is set by controls: 0 for no effect and ±100 for the full control effect; nearly all actives have a fitted effect of over 80% in size
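Compound-treated chaperonin, 25 nM final, turns over 10 uM ATP at 37°C for 30 min following a 10 min preincubation; ADP generated competes with ADP-d2 for Eu-cryptate antibody, lowering FRET.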
Nrf2 block = inhibitors of Nrf2 signaling. A549 ARE-Fluc reporter, luciferase luminescence, 18-24 h. Potency, µM (doses to about 46 µM), for the others: at the top dose activity change, negative = inhibition, usual class: inhibitors. 360,000 tested, 2.1% active. AID 504444; note: potency is the fitted concentration of half-maximal effect; % is set by controls: 0 for no effect and ±100 for the full control effect; nearly all actives have a fitted effect of over 60% in size
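Quantitative HTS in A549 cells stably bearing an antioxidant response element-firefly luciferase construct. Inhibition of Nrf2-driven transcription was scored by luminescence after 18-24 h of compound exposure at 37 °C.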
CCT modulator = modulators of cytosolic chaperonin (CCT/TRiC) activity. purified chaperonin ATPase assay, HTRF ADP detection, 30 min. 360,000 tested, 0.3% active. activity change, % (test concentration not listed), hits read low; in the data active = activity change below about -30%; note: % is set by controls: 0 for no effect and ±100 for the full control effect
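TRiC at 40 or 20 nM final (batch-dependent) in 30 mM Tris pH 7.4, 100 mM KCl, 5 mM MgCl2, 1 mM DTT, with compound at single 76 uM and 10 uM ATP, 30 min at 37 deg C. ADP detected by HTRF Transcreener, 665/615 ratio.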
HepG2 viability = HepG2 cytotoxicity, counter-screen for TGF-b inhibitors. Potency, µM (titrated, usually from 46.1 µM), inactives show top-dose activity change, negative = cytotoxicity, actives largely listed as cytotoxic. 410,000 tested, 0.76% active. HepG2 CAGA-GFP viability, ATP luminescence, 18 h; note: potency is the fitted concentration of half-maximal effect; some results filed as inactive show a strong effect at the top dose
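CellTiter-Glo luminescence gave cytotoxicity after 18 hours at 37 degrees C. The cells were HepG2 CAGA-GFP in 1% FBS DMEM, stimulated with 500 pg/mL TGF-beta after compound addition. %Activity was normalised to no-cell wells (complete cell-killing) and DMSO (no toxicity), and curves were fitted and classified.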
A549 viability = kills or reduces viability of A549 cells in Nrf2 counter-screen | Potency, µM (series often up to 46 µM), inactives show at the top dose activity change, negative = cytotoxicity, usual class: inhibitors | 390,000 tested, 0.16% active | A549 ARE-Fluc cells, CellTiter-Fluor viability, 18-24 h; note: potency is the fitted concentration of half-maximal effect; % is set by controls: 0 for no effect and ±100 for the full control effect
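Cytotoxicity counterscreen: CellTiter-Fluor fluorescence was measured in A549 ARE_Fluc cells after 18-24 h of compound exposure in a concentration series. The subsequent BugLite luminescent read reports ARE-luciferase activity.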
TGFb SMAD3 inh = inhibitors of TGF-b signaling; 410,000 tested, 1.2% active; HepG2 CAGA-GFP TGF-b/SMAD3 reporter, GFP fluorescence, 18 h; TGF-beta stimulated, 500 pg/mL final; AID 588855; Potency, µM (top dose mostly 46.1 µM), without a hit: at the highest dose activity, negative = inhibition, most hits filed as inhibitors; note: potency is the fitted concentration of half-maximal effect; % is set by controls: 0 for no effect and ±100 for the full control effect; nearly all actives have a fitted effect of over 65% in size
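Inhibition was scored as loss of TGF-beta-induced (500 pg/mL final, 18 hours, 37 degrees C) GFP in HEPG2 cells carrying a CAGA-GFP reporter, in DMEM with 1% FBS. Well GFP was summed per cell; Activity was normalised to unstimulated and stimulated DMSO wells, then concentration-response fitting.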
Abeta yeast res = A-beta toxicity reversal in yeast; 410,000 tested, 0.063% active; yeast expressing A-beta42, growth rescue, OD600, 48 h; response scale: 0% DMSO, 100% iron-clioquinol control; Potency, µM (series often up to 46.1 µM), without a hit: at the top dose growth rescue, actives largely listed as activators; note: potency is the fitted concentration of half-maximal effect; nearly all actives have a fitted effect of over 55% in size
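Yeast A-beta toxicity model in growth medium with pinned compounds, 48 h at 30 C; growth read as absorbance at 600 nm. Normalized to FeCl3/clioquinol equimolar mix (positive) and DMSO (negative).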
Nrf2 ARE act = activates Nrf2 signaling. 410,000 tested, 0.31% active. Potency, µM (titrated, usually from 46.1 µM), for the others: at the top dose activation, usual class: activators. AREc32 ARE-luciferase reporter (MCF7-derived line), luminescence, 24 h; note: potency is the fitted concentration of half-maximal effect; % of control where 0% means no effect; nearly all actives have a fitted effect of over 65% in size
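For detection, Steady-Glo was added and plates sat 30 min at RT; before that, AREc32_Fluc cells grown overnight in OPTI-MEM/5% FBS had been treated with 23 nL compound for 24 hr at 37 deg C.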
* marks the source's active call; other numbers are inactive results; & = joins results of further samples; [ ] = another dose, or the depositor's remark. Unless noted, calls come from the whole dose curve; as a rule, active = well fitted curve in the direction sought with a large enough effect; inconclusive = small, poorly fitted or top-dose-only effect, or another doubt; inactive = no such curve, though single readings can be large; an effect the other way counts as inactive or inconclusive.

`CC1(C(=O)NS(=O)(=O)c2ccc(F)cc2F)CCN1C(=O)c1cccc(F)c1` (stereo not given) gave pAkt inh inactive, CCT modulator 0.8, HepG2 viability -4%, TGFb SMAD3 inh -1%, Abeta yeast res -13% and Nrf2 ARE act -0.5%.
For Cc1nc(-c2nnc(SCC(=O)Nc3ccc(C(F)(F)F)cc3)n2C)cs1 the results were pAkt inh inactive, Mm-Cpn inhibitor 1%, Nrf2 block -12%, CCT modulator -1.1, HepG2 viability 2%, A549 viability 2%, TGFb SMAD3 inh -2%, Abeta yeast res -4% and Nrf2 ARE act 0.0%.
Screening COc1c(Cl)cc(Cl)cc1C(=O)Nc1ccc(C(=O)O)cc1 returned pAkt inh inactive, Mm-Cpn inhibitor inconclusive, Nrf2 block -6%, CCT modulator -1.8, HepG2 viability 0%, A549 viability 2%, TGFb SMAD3 inh inconclusive, Abeta yeast res 9% and Nrf2 ARE act 0.0%.
Screening Cn1c(=O)n(C)c2cc(NS(=O)(=O)c3ccc(F)cc3)c(NCc3ccccc3)cc21 returned Nrf2 block inconclusive, HepG2 viability -20%, A549 viability 3%, TGFb SMAD3 inh 4%, Abeta yeast res 4% and Nrf2 ARE act 13µM*.
Screening CC(C)(C)c1ccc(-c2nc(SCCOc3ccc(Cl)cc3)n3[nH]c(=O)cc3n2)cc1 returned Nrf2 block inconclusive, HepG2 viability -56%, A549 viability 6%, TGFb SMAD3 inh -14%, Abeta yeast res -15% and Nrf2 ARE act 5.6%.
Cc1ccccc1N(C(=O)CNC(=O)c1ccco1)C(C(=O)NC1CCCC1)c1ccncc1 (stereo not given) was read as pAkt inh inactive, Mm-Cpn inhibitor -1%, Nrf2 block 6%, CCT modulator -0.9, HepG2 viability -14%, A549 viability 1%, TGFb SMAD3 inh 9%, Abeta yeast res 0% and Nrf2 ARE act -0.3%.
For CC(C)c1ccc(/C=N/NC(=O)c2cccc(Cl)c2)cc1 the results were pAkt inh inactive, Mm-Cpn inhibitor -7%, Nrf2 block inconclusive, CCT modulator -2.6, HepG2 viability -10%, A549 viability -1%, TGFb SMAD3 inh -22%, Abeta yeast res 16% and Nrf2 ARE act 3.1%[9.22 µM].
For Cc1ccccc1N1C(=O)c2ccccc2N2C(=O)c3ccccc3C12 (stereo not given) the results were pAkt inh inactive, Mm-Cpn inhibitor 3%, CCT modulator 2.9, HepG2 viability 0%, A549 viability -7%, TGFb SMAD3 inh 2%, Abeta yeast res 11%[9.22 µM] and Nrf2 ARE act -0.4%.
COc1ccccc1/C=C1\SC(=O)N(CC(=O)N(C)C2CCS(=O)(=O)C2)C1=O (stereo not given) was read as pAkt inh inactive, Mm-Cpn inhibitor 1%, Nrf2 block -11%, CCT modulator -2.2, HepG2 viability 1%, A549 viability 0%, TGFb SMAD3 inh 4%, Abeta yeast res 1% and Nrf2 ARE act -0.4%.
Screening O=C(/C=C/c1cccc2ccccc12)NCCC1=CCCCC1 returned pAkt inh inactive, Mm-Cpn inhibitor -1%, Nrf2 block 10%, CCT modulator -0.7, HepG2 viability 4%, A549 viability -7%, TGFb SMAD3 inh 16%, Abeta yeast res -7% and Nrf2 ARE act -0.2%.
CCc1c(C)nc2[nH]nc(NC(=O)C(F)(F)F)n2c1=O was read as pAkt inh inactive, Mm-Cpn inhibitor 0%, Nrf2 block 9%, CCT modulator -0.4, HepG2 viability -10%, A549 viability 0%, TGFb SMAD3 inh 0%, Abeta yeast res -12% and Nrf2 ARE act -0.3%.
CNC(=O)c1ccc2snnc2c1 was read as pAkt inh inactive, Mm-Cpn inhibitor 1%, Nrf2 block 11%, CCT modulator 1.3, HepG2 viability 4%, A549 viability 3%, TGFb SMAD3 inh -3%, Abeta yeast res -5% and Nrf2 ARE act 0.0%.
CCN1CCN(c2ncnc3sc4c(c23)CCC(C)C4)CC1 (stereo not given) was read as pAkt inh inactive, Mm-Cpn inhibitor 0%, Nrf2 block -3%, CCT modulator -2.7, HepG2 viability -21%, A549 viability 7%, TGFb SMAD3 inh 3%, Abeta yeast res 8% and Nrf2 ARE act 2.9%.
Screening CC(C)(C)c1ccc(S(=O)(=O)NCc2ccc3c(c2)CCN3C(=O)c2ccccc2)cc1 returned HepG2 viability -15%, A549 viability 4%, TGFb SMAD3 inh inconclusive, Abeta yeast res -3% and Nrf2 ARE act 0.3%.
CCOC(=O)[C@]12CCC=C1N(CCC1=CCCCC1)C(=O)[C@H](CC(=O)N1CCN(C(=O)C3CC3)CC1)C2 was read as pAkt inh inactive, CCT modulator 0.3, Abeta yeast res -6% and Nrf2 ARE act 0.0%.
For COc1ccc(CC(=O)N2CCc3cc(OC)c(OC)cc3C2COc2ccc(F)cc2)cc1OC (stereo not given) the results were HepG2 viability -8%, A549 viability -7%, TGFb SMAD3 inh 14%, Abeta yeast res -2% and Nrf2 ARE act -1.2%.
CCOC(=O)C1=C(C(F)(F)F)Nc2ncnn2C1c1cccc(OC)c1OC (stereo not given) was read as pAkt inh inactive, Mm-Cpn inhibitor 3%, Nrf2 block -13%, CCT modulator -1.9, HepG2 viability -4%&6%, A549 viability -1%&0%, TGFb SMAD3 inh -6%&-21%, Abeta yeast res -5%&11% and Nrf2 ARE act -1.3%&-0.2%.
COc1ccc(-c2cc(C(F)(F)F)n3nc(C(=O)NCC45CC6CC(CC(C6)C4)C5)cc3n2)cc1OC was read as Nrf2 block 28%, HepG2 viability -15%, A549 viability 15%, TGFb SMAD3 inh 7%, Abeta yeast res -11% and Nrf2 ARE act 0.5%.
For CCC1=C(OC(=O)N(CC)CC)N2C(=O)OC(=NCCc3c[nH]c4ccccc34)[C@]2(C)[C@H]2C1=CC[C@H]1C(=O)N(CC)C(=O)[C@H]12 the results were pAkt inh inactive, Mm-Cpn inhibitor 1%, Nrf2 block 8%, CCT modulator -3.9, HepG2 viability 1%, A549 viability -3%, TGFb SMAD3 inh -5%, Abeta yeast res -2% and Nrf2 ARE act 0.7%.
Screening CNc1nc(NC)nc(-n2c(C(F)(F)F)nc3ccccc32)n1 returned pAkt inh inactive, Mm-Cpn inhibitor 0%, Nrf2 block -6%, CCT modulator -0.3, HepG2 viability -27%, A549 viability 8%, TGFb SMAD3 inh -2%, Abeta yeast res -23% and Nrf2 ARE act -0.8%.
`Cc1ccc(C(=O)NCCN2C3=NC[C@H](Cc4ccc(O)cc4)N3C[C@H]2Cc2ccc(O)cc2)cc1Br` gave pAkt inh inactive, Mm-Cpn inhibitor 1%, Nrf2 block 1%, CCT modulator -1.0, HepG2 viability -19%, A549 viability -5%, TGFb SMAD3 inh -12%, Abeta yeast res 4% and Nrf2 ARE act 3.6%.
Cc1ccc(CSc2nc3ccccc3c3nc(CCn4c(C)nc5ccccc54)nn23)cc1 was read as HepG2 viability 6%, A549 viability -4%, TGFb SMAD3 inh 1%, Abeta yeast res 8% and Nrf2 ARE act 0.0%.
Cc1oc2ccc(O)cc2c1C(=O)c1ccc(Br)cc1 was read as pAkt inh inactive, Nrf2 block 1%, CCT modulator -0.6, HepG2 viability -57%, A549 viability -2%, TGFb SMAD3 inh inconclusive, Abeta yeast res -9% and Nrf2 ARE act 2.7%.
Screening Cc1ccccc1NC(=O)NNC(=O)CCc1ccccc1 returned pAkt inh inactive, Mm-Cpn inhibitor -3%, Nrf2 block 0%, CCT modulator -4.7, HepG2 viability 11%, A549 viability -2%, TGFb SMAD3 inh 17%, Abeta yeast res 8% and Nrf2 ARE act -0.6%.
Screening COc1ccc(Cl)cc1S(=O)(=O)NCc1ccncc1 returned pAkt inh inactive, Mm-Cpn inhibitor 1%, Nrf2 block -22%, CCT modulator 2.0, HepG2 viability 1%, A549 viability 0%, TGFb SMAD3 inh 10%, Abeta yeast res 7% and Nrf2 ARE act -0.8%.
Cc1ccc(C)c(S(=O)(=O)Nc2ccc(C(=O)N3CC(C)OC(C)C3)cc2)c1 (stereo not given) was read as pAkt inh inactive, Mm-Cpn inhibitor 0%, Nrf2 block inconclusive, CCT modulator -0.6, HepG2 viability 6%, A549 viability -10%, TGFb SMAD3 inh -1%, Abeta yeast res 0% and Nrf2 ARE act -0.2%.
For CCOc1ccccc1-c1nc(CN2CCCN(C(=O)c3ccco3)CC2)c(C)o1 the results were pAkt inh inactive, Mm-Cpn inhibitor -7%, Nrf2 block -10%, CCT modulator 2.2, HepG2 viability 4%, A549 viability -1%, TGFb SMAD3 inh inconclusive, Abeta yeast res -13% and Nrf2 ARE act 0.8%.
Screening O=C(Cc1ccc(Br)cc1)N/N=C/c1cccnc1 returned pAkt inh inactive, Mm-Cpn inhibitor 3%, Nrf2 block -17%, CCT modulator -0.2, HepG2 viability 4%, A549 viability 6%, TGFb SMAD3 inh -13%, Abeta yeast res -2% and Nrf2 ARE act 0.5%.
`CCOC(=O)c1ccc(NC(=O)N2CCN(C(=O)C3CCCO3)CC2)cc1` (stereo not given) gave pAkt inh inactive, Mm-Cpn inhibitor 1%, Nrf2 block 4%, CCT modulator -3.3, HepG2 viability 3%, A549 viability 13%, TGFb SMAD3 inh -25%, Abeta yeast res 10% and Nrf2 ARE act 0.7%.
Cc1ccc2c(c1)c1c(n2CC(O)Cn2c(C)nc3ccccc32)/C(=N\O)CCC1 (stereo not given) was read as pAkt inh inactive, Mm-Cpn inhibitor 6%, Nrf2 block -25%, CCT modulator -0.1, HepG2 viability -96%, A549 viability -28%, TGFb SMAD3 inh inconclusive, Abeta yeast res -31%[inhibitor] and Nrf2 ARE act 3.6%.

Assay outcomes as filed in PubChem BioAssay.
